Compound activity from PubChem.
POLK inh – DNA polymerase kappa (human) inhibition | purified Pol kappa, fluorescent DNA synthesis assay, 10 min | Q9UBT6 | Potency, µM (top dose mostly 107 µM), for the others: at the highest dose activity, negative = inhibition, most hits filed as inhibitors | 0.53% of 400,000 active; note: % is set by controls: 0 for no effect and ±100 for the full control effect
Target sequence (Q9UBT6 whole entry, looked up): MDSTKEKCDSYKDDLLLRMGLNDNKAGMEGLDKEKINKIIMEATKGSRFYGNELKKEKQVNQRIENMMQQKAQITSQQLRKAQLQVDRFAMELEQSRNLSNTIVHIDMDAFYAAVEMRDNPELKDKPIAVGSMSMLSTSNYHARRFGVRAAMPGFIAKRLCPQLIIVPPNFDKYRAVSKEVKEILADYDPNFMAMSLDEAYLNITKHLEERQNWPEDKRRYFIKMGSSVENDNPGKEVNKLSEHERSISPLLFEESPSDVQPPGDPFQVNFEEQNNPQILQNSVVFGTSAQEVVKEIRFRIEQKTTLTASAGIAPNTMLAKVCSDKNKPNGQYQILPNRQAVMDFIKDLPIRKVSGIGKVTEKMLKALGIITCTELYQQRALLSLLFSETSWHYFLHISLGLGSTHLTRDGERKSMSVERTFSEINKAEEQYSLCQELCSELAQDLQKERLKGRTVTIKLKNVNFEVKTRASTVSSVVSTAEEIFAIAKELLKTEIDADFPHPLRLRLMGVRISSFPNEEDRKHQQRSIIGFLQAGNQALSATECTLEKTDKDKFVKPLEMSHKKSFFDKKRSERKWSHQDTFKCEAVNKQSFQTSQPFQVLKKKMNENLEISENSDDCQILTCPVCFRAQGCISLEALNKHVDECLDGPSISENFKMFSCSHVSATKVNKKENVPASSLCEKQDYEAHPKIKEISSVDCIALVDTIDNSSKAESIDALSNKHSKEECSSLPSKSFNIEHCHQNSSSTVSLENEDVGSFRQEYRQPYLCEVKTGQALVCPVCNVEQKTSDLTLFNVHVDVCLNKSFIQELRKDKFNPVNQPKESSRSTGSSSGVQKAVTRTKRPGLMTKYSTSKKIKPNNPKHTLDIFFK
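Here, compound and 10 nM enzyme are combined for 15 min at room temperature; adding 50 nM substrate (final) starts DNA synthesis, tracked by fluorescence at 0 and 10 min against buffer-only wells.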
BLM helicase inh – Bloom syndrome helicase (human) inhibition; P54132; Potency, µM (highest dose often 56.1 µM), inactives show at the top dose activity change, negative = inhibition, usual class: inhibitors; recombinant BLM DNA unwinding, fluorescence dequenching; 0.2% of 350,000 active;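 note: plate controls were vehicle for no effect and no enzyme for full effect; nearly all actives have a fitted effect of over 35% in size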
Pol iota inh – DNA polymerase iota (human) inhibition | Q9UNA4 | Pol iota fluorescent replication assay, 10 min | Potency, µM (highest dose often 115 µM), inactives show at the highest dose activity, negative = inhibition, most hits filed as inhibitors | 1% of 390,000 active
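Fluorescent replication assay read twice, at 0 min and 10 min after adding 50 nM (final) substrate. Enzyme (10 nM) and compounds were first incubated 15 min at room temperature; enzyme-free buffer wells were negative controls.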
Pol beta inh – inhibitors of human DNA polymerase beta; AID 485314; 1.3% of 340,000 active; Pol beta primer extension/strand displacement, fluorescence kinetic; Potency, µM (top dose mostly 114 µM), inactives show at the top dose activity change, negative = inhibition, usual class: inhibitors; note: % is set by controls: 0 for no effect and ±100 for the full control effect
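10 nM enzyme + cpd, 15 min RT; start with substrate 50 nM final; read 0 min and after 10 min RT. Corrected, normalized data; 4-parameter Hill curve fit.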
APEX1 inh – APE1 (human) endonuclease inhibition. 0.35% of 350,000 active. Potency, µM (series often up to 65.8 µM), for the others: top-dose activity change, negative = inhibition, usual class: inhibitors. recombinant APE1, TAMRA/BHQ-2 abasic DNA cleavage fluorescence. P27695;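 note: plate controls were vehicle for no effect and reference inhibitor for full effect; nearly all actives have a fitted effect of over 55% in size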
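APE1 at 0.75 nM preincubated 15 min at room temperature with compound. Reaction then started with 50 nM double-stranded THF-abasic substrate labelled with TAMRA/BHQ-2, and 525/598 nm fluorescence read kinetically. Activity taken as third-minus-first read difference, normalized to DMSO and NSC13755 controls.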
G9a inh – inhibitors of human histone lysine methyltransferase G9a; 8.8% of 350,000 active; G9a H3K9 monomethylation, AlphaScreen, 2 h; Q96KQ7; Potency, µM (series often up to 102 µM), for inactives: top-dose activity, negative = inhibition, usual class: inhibitors; AID 504332; note: % is set by controls: 0 for no effect and ±100 for the full control effect; nearly all actives have a fitted effect of over 75% in size
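AlphaScreen read-out: biotin-H3K9 peptide (500 nM) methylation by 20 nM enzyme with 20 uM SAM, 2 h at room temperature after 15 min compound preincubation; anti-monomethyl H3K9 antibody plus donor/acceptor beads, 10 min dark.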
BAZ2B inh – BAZ2B (human) inhibition; Potency, µM (doses to about 114 µM), inactives show at the highest dose activity change, negative = inhibition, usual class: inhibitors; 4.4% of 360,000 active; Q9UIF8; AlphaScreen BAZ2B-H3K14Ac peptide displacement; note: % is set by controls: 0 for no effect and ±100 for the full control effect; nearly all actives have a fitted effect of over 60% in size
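Multi-concentration screen (max 110 uM) measuring displacement of acetylated histone H3 peptide from BAZ2B by AlphaScreen, using 50 nM protein, 50 nM peptide and 10 ug/mL streptavidin donor plus Ni-chelate acceptor beads.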
Pol eta inh – inhibitors of human DNA polymerase eta | Q9Y253 | recombinant Pol eta, fluorescent DNA replication assay | Potency, µM (highest dose often 114 µM), without a hit: at the top dose activity change, negative = inhibition, hits mostly inhibitors | 1.2% of 390,000 active; note: % is set by controls: 0 for no effect and ±100 for the full control effect
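Pol eta at 10 nM preincubated with compounds 15 min at room temperature; reaction started with fluorescent substrate (50 nM final) and read kinetically at 0 and 10 min.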
Apoferritin bind – binds horse apoferritin like a general anesthetic; Potency, µM (top dose mostly 77.5 µM), for the others: at the top dose activity change, negative = displacement, most hits filed as inhibitors; 0.074% of 350,000 active; apoferritin/1-aminoanthracene competitive binding, fluorescence; AID 485281; note: % is set by controls: 0 for no effect and ±100 for the full control effect; nearly all actives have a fitted effect of over 20% in size
Target sequence (P02791 2-175 limits assumed): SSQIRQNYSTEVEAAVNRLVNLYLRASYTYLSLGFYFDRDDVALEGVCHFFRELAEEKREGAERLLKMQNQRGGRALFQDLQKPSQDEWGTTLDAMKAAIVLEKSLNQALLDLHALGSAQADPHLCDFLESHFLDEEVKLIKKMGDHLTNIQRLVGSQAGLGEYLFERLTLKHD
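10 uM apoferritin + 50% sat. 1-AMA, PBS; cpd 10 min RT; Ex380/Em535 endpoint; normalized to free probe vs complex; 4-param Hill fit; propofol titration as pos. ctrl.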
* = called active by the depositor; ? = inconclusive; nt = no result given; & = joins results of further samples; [ ] = remark or other dose. Calls come from the whole dose curve; as a rule, active = well fitted curve in the direction sought with a large enough effect; inconclusive = small, poorly fitted or top-dose-only effect, or another doubt; inactive = no such curve, though single readings can be large; an effect the other way counts as inactive or inconclusive. Potency is the fitted concentration of half-maximal effect. Only part of the results is shown (hit frequency here may not be typical).

SMILES	POLK inh	BLM helicase inh	Pol iota inh	Pol beta inh	APEX1 inh	G9a inh	BAZ2B inh	Pol eta inh	Apoferritin bind
CC1=C(C(=O)Nc2ccccc2C(=O)N2CCC(C)CC2)SCCO1	6%	-3%	7%	18%	22%	64%[activator]	-19%	3%	-3%
O=C(CN1C(=O)NC2(CCCC2)C1=O)OCCOc1cccc(Cl)c1	-4%	nt	52%[activator]	nt	7%	-10%	5%	-15%	nt
COc1ccc(C2Nc3ccccc3C(=O)N2c2ccc(C)cc2)cc1COc1ccccn1 (stereo unspecified)	-7%	3%	9%	0%	5%	19%[59 µM]	10%	-3%	8%
O=C(O)c1cc(C(=O)O)cc(N2C(=O)CSC2=S)c1	89µM*	7%	22µM*	2%	15%	18µM*	?	?	0%
COC(=O)/C=c1/sc2n(c1=O)CCN=2	-7%	-3%	-2%	35%	2%	-40%	1%	-12%	-11%
CC(NO)/C(=N\O)c1cccs1 (stereo unspecified)	0%	-4%	26%	19%	18%	4µM*	?	-3%	-13%
O=C(Cc1cnn(-c2ccccc2)c1)c1ccc(O)c(O)c1O	2.5µM*	-10%	?	?	?	13µM*	?	?	-18%
CCCCNC(=O)C(c1ccc(OCC(=O)OC)c(C(=O)OC)c1)N(CCOC)C(=O)CCCCCN1C(=O)NC(c2ccc(-c3ccccc3)cc2)C(C(=O)OCc2ccccc2)=C1C (stereo unspecified)	nt	-7%&-5%	nt	-11%	-3%&-5%	?	-16%	nt	5%&2%
O=C(Cn1c(NCCO)nc2ccccc21)NCC(F)(F)F	-9%	-5%	-5%	8%	-2%	15%[12.7 µM]	1%	-4%	10%
C[C@H]1[C@H](C)CC[C@]2(C)CC[C@]3(C)C(=CC(=O)C4[C@@]5(C)CC[C@H](O)C(C)(C)C5CC[C@]43C)[C@H]12 (stereo partly specified)	0%	nt	26%	nt	-11%	25%[2.33 µM]	-7%	-30%	nt
CCN(C(=O)CSc1nc(-c2cccs2)nc2ccccc12)C1CCS(=O)(=O)C1 (stereo unspecified)	-9%	nt	20%	nt	-2%	19%[2.33 µM]	8%	1%	nt
COc1ccc(/C=C/C(=O)c2cc3c(cc2N)OCO3)cc1	-2%	-9%	73%[activator]	7%	5%	18µM*	22µM*	-24%	-17%
Cc1ccccc1-n1c(=O)cc(NCc2ccc3c(c2)OCO3)[nH]c1=O	-13%	0%	-1%	0%	-3%	3%[12.7 µM]	-32%	-5%	-23%
COc1ccc(OC)c(NC(=O)COC(=O)/C=C/c2c(C)nn(C3CCS(=O)(=O)C3)c2Cl)c1 (stereo unspecified)	-9%	-2%	10%	5%	-5%	?	36%[activator]	1%	-15%
O=S(=O)(Nc1cccc(-n2cnnn2)c1)c1cc(Cl)ccc1Cl	-25%	1%	37%[activator]	-11%	18%	-7%	-12%[57.1 µM]	-11%	-7%
CC(C)NC(=O)COC(=O)c1ccc(S(=O)(=O)N2CCCC2)cc1	-16%	2%	11%	3%	2%	-26%[59 µM]	-23%	-6%	0%
O=C1COC(c2ccccc2)C2CCCCN12 (stereo unspecified)	0%	2%	17%	59%	-2%	13%[59 µM]	5%	-1%	-6%
O=c1/c(=C/c2ccccn2)sc2n1CN(c1ccccc1)CN=2	-1%	-2%	-1%	30%	2%	50µM*	7%	-13%	-12%
CN(CC(=O)NCC1COc2ccccc2O1)S(=O)(=O)c1ccc(Cl)cc1 (stereo unspecified)	-11%	nt	12%	nt	4%	nt	nt	-13%	nt
Cc1ccc(C)c(Cn2nnc3c(=O)[nH]c(C4CCCN(S(=O)(=O)Cc5ccccc5)C4)nc32)c1 (stereo unspecified)	1%	0%	54%[activator]	17%	3%	40%	9%	-7%	50%[activator]
CC(=O)c1c(C)nn(C(=O)N2CCOCC2)c1C	-3%	5%	21%	-1%	-8%	-19%	3%	-1%	-8%
CCOC(=O)c1c(NC(=O)C2CCCO2)sc(C(=O)OC(C)(C)C)c1C (stereo unspecified)	-6%	0%	8%	13%	8%	3.5µM*	6%	-4%	-7%
O=S(=O)(c1ccccc1)c1nc(-c2cccs2)oc1NCCCn1ccnc1	2%	2%	-8%	3%	0%	-1%[12.7 µM]	?	-12%	-2%
CC(C)(C)OC(=O)N1CCC(N2CCN(Cc3ccccc3)C(=O)C2=O)CC1	3%[60.1 µM]	0%	35%[activator]	6%	nt	28%[59 µM]	1%	-11%	-2%
COc1ccc(OC)c(N(CC(=O)Nc2ccccc2C(=O)NCc2ccco2)S(C)(=O)=O)c1	-5%	-1%	20%	4%	-5%	-4%[59 µM]	-3%	-2%	?

Four entries from above, comma-delimited:
Structure,POLK inh,BLM helicase inh,Pol iota inh,Pol beta inh,APEX1 inh,G9a inh,BAZ2B inh,Pol eta inh,Apoferritin bind
O=C(Cn1c(NCCO)nc2ccccc21)NCC(F)(F)F,-9%,-5%,-5%,8%,-2%,15%[12.7 µM],1%,-4%,10%
O=S(=O)(c1ccccc1)c1nc(-c2cccs2)oc1NCCCn1ccnc1,2%,2%,-8%,3%,0%,-1%[12.7 µM],?,-12%,-2%
CCN(C(=O)CSc1nc(-c2cccs2)nc2ccccc12)C1CCS(=O)(=O)C1 (stereo unspecified),-9%,nt,20%,nt,-2%,19%[2.33 µM],8%,1%,nt
O=S(=O)(Nc1cccc(-n2cnnn2)c1)c1cc(Cl)ccc1Cl,-25%,1%,37%[activator],-11%,18%,-7%,-12%[57.1 µM],-11%,-7%

Another view of some results above.
SMILES | POLK inh | BLM helicase inh | Pol iota inh | Pol beta inh | APEX1 inh | G9a inh | BAZ2B inh | Pol eta inh | Apoferritin bind
O=C(Cn1c(NCCO)nc2ccccc21)NCC(F)(F)F | -9% | -5% | -5% | 8% | -2% | 15%[12.7 µM] | 1% | -4% | 10%
C[C@H]1[C@H](C)CC[C@]2(C)CC[C@]3(C)C(=CC(=O)C4[C@@]5(C)CC[C@H](O)C(C)(C)C5CC[C@]43C)[C@H]12 (stereo partly specified) | 0% | nt | 26% | nt | -11% | 25%[2.33 µM] | -7% | -30% | nt

(further entries)
SMILES	POLK inh	BLM helicase inh	Pol iota inh	Pol beta inh	APEX1 inh	G9a inh	BAZ2B inh	Pol eta inh	Apoferritin bind
COc1cc(/C=N/NC(=O)CC#N)cc(Br)c1O	-16%	-4%	45µM*	6%	1%	1%	50µM*	-27%	-9%
COc1ccc(N2CCOCC2)c(NC(=O)COc2cccc(C)c2)c1	-13%	-2%	-12%	-3%	4%	14%	-2%	-13%	-4%
Cc1cccc(C(=O)OCc2cc(=O)oc3c(C)c(C)ccc23)c1O	-5%	-1%	31%[activator]	18%	46%	40µM*	-21%	13%	-6%
CCCCNS(=O)(=O)CCNCc1ccccc1OC	19%	nt	19%	nt	12%	nt	nt	-14%	nt
O=C1CCCC(O)=C1N=Nc1cccc(C(=O)O)c1	50µM*	-2%	14µM*	10µM*	10µM*	28µM*	nt	10µM*	-10%
Cc1ccc(C(=O)NCCn2ccc3ccccc32)cc1[N+](=O)[O-]	-12%	-1%	113%[activator]	6%	10%	-44%	nt	-8%	-16%
COc1ccc(NC2=CC(c3cccc(OC)c3)N(c3ccc(OC)cc3)C2=O)cc1 (stereo unspecified)	4%	-7%	13%	42%	-5%	?	?	-3%	-4%
Cc1nc2sccc2c(=O)n1-c1cccc(Cl)c1	-7%	2%	-1%	11%	-1%	42%[12.7 µM]	-26%	6%	?
O=C(c1cccc([N+](=O)[O-])c1)N1CC2C3C=CC(C3)C2C1 (stereo unspecified)	-4%	-3%	31%[activator]	1%	2%	-1%[59 µM]	-17%	-7%	?
FC(F)Oc1ccc(/C=N/c2c(-c3ccc(OC(F)F)cc3)nc3n2CCS3)cc1	-4%	-10%	?	-1%	5%	?	?	-3%	-12%
COc1ccc2cc3c(N)nn(C(=O)c4ccc(F)cc4)c3nc2c1	-13%	-16%	?	?	15%	nt	-14%	3%	2%
COc1ccc(NC(=O)C2(S(=O)(=O)c3ccc(C)cc3)CC2)c(OC)c1	4%	-8%	33%[activator]	6%	nt	-4%[59 µM]	-7%	-24%	0%
CC(C)Oc1nc(-c2ccccc2O)nc2ccccc12	-14%	-5%	2%	38%	0%	53%[activator]	34%	-8%	-9%
COc1ccc(N2CCN(C(=O)CCNC(=O)Cn3ccc4ccccc4c3=O)CC2)cc1	5%	-1%	27%	19%	1%	?	nt	-10%	-7%
CCC(C)NCCOCCSc1ccc(Cl)cc1 (stereo unspecified)	-16%	0%	19%	47%	10%	8.9µM*	79µM*	3%	-18%
CC(C)(C)C1CCC(=O)N(CCC#N)CC1 (stereo unspecified)	6%&-22%	0%	7%&13%	39%	32%	16%	2%	2%	-1%
COc1cccc(OC)c1C(=O)NC(=S)NNC(=O)[C@H]1C[C@@H]1c1ccccc1	-2%	-1%	9%	18%	0%	?	2%	-6%	-11%
COc1cccc(NC(=O)CCN2C(=O)c3ccccc3S2(=O)=O)c1	-5%	-1%	14%	-22%	3%	1%[59 µM]	-3%	5%	6%
N#Cc1cccc(-c2nc3cnc(N4CCOCC4)nc3n(C[C@H]3CCCO3)c2=O)c1	-2%[60.1 µM]	1%	nt	nt	2%	-1%[0.501 µM]	nt	nt	nt
N#C/C(=C/c1ccccc1Cl)c1nc(-c2cc3ccccc3oc2=O)cs1	0%	-12%	-7%	0%	nt	?	-4%	nt	8%
CSc1cccc(NC(=O)C2CCCN(S(=O)(=O)c3cnc[nH]3)C2)c1 (stereo unspecified)	0%	-6%	-9%	41%	-2%	?	-6%	-6%	-1%
Clc1ccc(C2CC(c3cccs3)n3ncnc3N2)cc1Cl (stereo unspecified)	10%	-2%	7%	-2%	-7%	?	-4%	-12%	4%
CS(=O)(=O)N1CCC2(CCCN(Cc3ccccc3)C2)CC1	15%[60.1 µM]	-4%	nt	nt	4%	-10%[12.7 µM]	nt	nt	nt
NNC(=O)CNC(c1ccccc1)c1cc(Br)ccc1NC(=O)c1ccc(Br)cc1 (stereo unspecified)	-25%	-11%	-5%	-24%	4%	-26%[59 µM]	-8%	-12%	4%
Cn1nc(C(=O)OCc2ccccc2F)c2ccccc2c1=O	8%	-7%	136%[activator]	4%	-5%	11%	12%	-13%	-12%
Cn1nc(C(=O)Nc2cccc(S(N)(=O)=O)c2)c2ccccc2c1=O	8%	-1%	-7%	1%	2%	-3%	-11%	-5%	20%
CC(C)(C)c1ccc(OCCCN2CCCC2)cc1	-7%	1%	10%	6%	6%	0%	?	-3%	-5%
COc1ccc(NS(=O)(=O)c2csc(C(=O)N3CCCC3)c2)cc1	-1%	-2%	4%	42%	-4%	0%	-21%	?	-12%
